High-throughput results (PubChem)
CHX counter: affects cycloheximide protein synthesis inhibition readout, counter-screen; max response, %; 12% of 300,000 active; cell reporter, cycloheximide protein synthesis inhibition counterscreen; in the data active means max response mostly above about 13%, no sharp cut-off; inactive means mostly below about 14%; further: read at 38.3 µM for the half of the compounds with a filed dose; 0% is about no effect
Shiga inhibitor: inhibitors of Shiga toxin in Vero cells | 9.2% of 290,000 active | Vero cells, Shiga toxin protein synthesis inhibition reporter | inhibition, % at 38.7 µM | AID 2315; in the data active means inhibition mostly above about 28%, no sharp cut-off; inactive means mostly below about 43%; further: 0% is about no effect
AMA1-RON2 inh: disrupts binding of P. falciparum AMA1 to RON2; 0.2% of 360,000 active; AlphaScreen AMA1-biotinylated RON2 peptide binding; Potency, µM (titrated, usually from 58.2 µM), for the others: top-dose activity change, negative = inhibition, hits mostly inhibitors; AID 720542;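 further: potency means the concentration at half of the fitted maximal effect; 0% = vehicle wells and -100% = peptide control; nearly all actives have a fitted effect of over 45% in size; some results filed as inactive show a strong effect at the top dose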
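AMA1 (3D7) with his tag at 25 nM final met compounds first, then biotinylated RON2 peptide at 25 nM; detection used donor plus acceptor beads, 10 µg/mL apiece, read by AlphaScreen after 30 min at room temperature.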
AmpC inh no detg: blocks E. coli AmpC beta-lactamase in detergent-free assay. AmpC nitrocefin hydrolysis, absorbance 480 nm, 0.0001% Triton. Potency, µM (doses to about 57.1 µM), for inactives: at the highest dose activity change, negative = inhibition, usual class: inhibitors. 0.52% of 330,000 active. AID 485341;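 further: potency means the concentration at half of the fitted maximal effect; plate controls were no compound for no effect and no enzyme for full effect; nearly all actives have a fitted effect of over 20% in size; some results filed as inactive show a strong effect at the top dose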
Target sequence (P00811 whole entry, looked up): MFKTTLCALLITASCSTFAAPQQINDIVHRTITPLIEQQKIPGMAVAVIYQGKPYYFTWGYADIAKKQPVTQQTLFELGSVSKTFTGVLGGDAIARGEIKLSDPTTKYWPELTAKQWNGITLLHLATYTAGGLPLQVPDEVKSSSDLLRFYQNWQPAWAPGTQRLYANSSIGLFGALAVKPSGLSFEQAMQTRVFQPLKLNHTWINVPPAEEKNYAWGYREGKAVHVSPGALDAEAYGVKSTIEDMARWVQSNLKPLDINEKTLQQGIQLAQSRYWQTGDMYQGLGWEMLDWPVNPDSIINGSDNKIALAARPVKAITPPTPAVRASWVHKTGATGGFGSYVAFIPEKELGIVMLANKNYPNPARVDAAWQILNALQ
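20 mM phosphate pH 7.0 + 0.01% (detergent screen) or 0.0001% Triton X-100; 5.3 nM AmpC reagent; cpd preinc 15 min RT; nitrocefin (800 uM stock) to start; A480 q20 s × 4 min; Activity was normalised to no-enzyme and no-compound control wells.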
AmpC inh detg: AmpC beta-lactamase inhibition with detergent present; P00811; AmpC hydrolysis of nitrocefin, absorbance 480 nm, 0.01% Triton; Potency, µM (top dose mostly 114 µM), for the others: at the highest dose activity change, negative = inhibition, usual class: inhibitors; 0.041% of 370,000 active;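 further: potency means the concentration at half of the fitted maximal effect; 0% = no-compound wells and -100% = no-enzyme wells; nearly all actives have a fitted effect of over 25% in size; some results filed as inactive show a strong effect at the top dose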
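AmpC (5.3 nM in the dispensed reagent) in 20 mM phosphate pH 7.0 with 0.01% (detergent screen) or 0.0001% Triton X-100 was preincubated with compounds for 15 min at room temperature. Nitrocefin was then added from an 800 uM solution, and hydrolysis was followed at 480 nm.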
* hit, by the source's call; . = not tested or not shown; [ ] = dose if it differs, or a comment. Unless noted, the call rests on the fitted dose curve; in most records, active means well fitted curve in the direction sought with a large enough effect; inconclusive means small, poorly fitted or top-dose-only effect, or another doubt; inactive means no such curve, though single readings can be large; an effect the other way counts as inactive or inconclusive.

The first 5 compounds, ahead of the listing:
1) O=S(=O)(c1ccc2c(c1)OCCO2)N1CCN(S(=O)(=O)c2cc(F)c(F)cc2F)CC1
2) O=C(Nc1cccc2cccnc12)c1cccs1
3) O=C(O)c1ccc(C(=O)Nc2cccc3cccnc23)cc1
4) Oc1ccc(Br)cc1C1C=C(c2ccc3c(c2)OCO3)NC(c2ccc(F)c(Br)c2)N1 (stereo not given)
5) O=C(CI)Nc1cccc2cccnc12
assay / entry,1,2,3,4,5
AMA1-RON2 inh,.,.,.,.,.
AmpC inh no detg,.,.,.,.,.
AmpC inh detg,.,.,.,.,.
CHX counter,-9,37*,10,54*,-5
Shiga inhibitor,-11,79,29,93*,-13

The whole of this part, from the first entry:
1) O=S(=O)(c1ccc2c(c1)OCCO2)N1CCN(S(=O)(=O)c2cc(F)c(F)cc2F)CC1
2) O=C(Nc1cccc2cccnc12)c1cccs1
3) O=C(O)c1ccc(C(=O)Nc2cccc3cccnc23)cc1
4) Oc1ccc(Br)cc1C1C=C(c2ccc3c(c2)OCO3)NC(c2ccc(F)c(Br)c2)N1 (stereo not given)
5) O=C(CI)Nc1cccc2cccnc12
6) COC(=O)c1cc(F)c(S(=O)(=O)N2CCN(S(=O)(=O)c3ccc4c(c3)OCCO4)CC2)cc1F
7) COc1cc(NS(=O)(=O)c2ccc(C(=O)O)cc2)c2nc(C)ccc2c1
8) Cc1ccc(S(=O)(=O)N2CCN(c3nc(-c4ccc(F)cc4)nc4cc(Cl)ccc34)CC2)cc1
assay / entry,1,2,3,4,5,6,7,8
AMA1-RON2 inh,.,.,.,.,.,.,.,.
AmpC inh no detg,.,.,.,.,.,.,.,.
AmpC inh detg,.,.,.,.,.,.,.,.
CHX counter,-9,37*,10,54*,-5,-9,-2,2
Shiga inhibitor,-11,79,29,93*,-13,-5,-2,-5

9) O=C(Cc1ccccc1)Nc1sc2c(c1C(=O)Nc1ccc(Cl)cc1)CCOC2
10) Cc1cc2c(s1)c1cnn(Cc3ccc(-c4ccccc4)cc3)c(=O)c1n2C
11) O=S(=O)(O)c1c(NS(=O)(=O)c2ccccc2)ccc2ccccc12
12) Cc1ccc(S(=O)(=O)Nc2cccc3ccccc23)cc1
13) O=C(COC(=O)C12CC3CC(CC(Cl)(C3)C1)C2)NCc1ccco1
14) Cc1ccc(NS(=O)(=O)c2ccccc2)c(C)c1
15) O=C(Nc1cccc2cccnc12)c1c(Cl)cc(Cl)cc1Cl
16) Cn1c2cc(C(=O)O)sc2c2cnn(Cc3ccccc3F)c(=O)c21
assay / entry,9,10,11,12,13,14,15,16
AMA1-RON2 inh,.,.,.,.,.,.,.,.
AmpC inh no detg,.,.,.,.,.,.,.,.
AmpC inh detg,.,.,.,.,.,.,.,.
CHX counter,3,-3,4,-3,-4,-5,17,0
Shiga inhibitor,10,-7,11,-7,-9,-6,-4,-1

17) CCc1cc2c(s1)c1cnn(Cc3ccccc3F)c(=O)c1n2C
18) COc1ccc(Br)cc1C1NC(c2ccc3c(c2)OCO3)=CC(c2cc(Cl)ccc2O)N1 (stereo not given)
19) O=S(=O)(c1ccc2c(c1)OCCO2)C1CCN(S(=O)(=O)c2c(F)cccc2F)CC1
20) O=S(=O)(c1ccc(F)cc1)N1CCN(c2nc(-c3ccc(F)cc3)nc3cc(Cl)ccc23)CC1
21) O=S(=O)(c1ccc(Cl)cc1)N1CCN(c2nc(-c3ccc(F)cc3)nc3cc(Cl)ccc23)CC1
22) COc1ccc(C(=O)N(Cc2ccco2)Cc2cccs2)cc1
23) CS(=O)(=O)Nc1cccc(-c2cc(F)c(S(=O)(=O)N3CCN(S(=O)(=O)c4ccc5c(c4)OCCO5)CC3)cc2F)c1
24) O=S(=O)(c1cccc(C(F)(F)F)c1)N1CCN(c2nc(-c3cccs3)nc3cc(Cl)ccc23)CC1
assay / entry,17,18,19,20,21,22,23,24
AMA1-RON2 inh,.,.,.,.,.,.,.,.
AmpC inh no detg,.,.,.,.,.,.,.,.
AmpC inh detg,.,.,.,.,.,.,.,.
CHX counter,10,45*,5,18,3,1,-2,-5
Shiga inhibitor,17,90*,24,21,3,2,-1,2

25) Cc1cc2c(s1)c1cnn(Cc3c(F)c(F)cc(F)c3F)c(=O)c1n2C
26) Cc1ccc(-c2nc(N3CCN(S(=O)(=O)c4ccc(F)cc4)CC3)c3ccc(Cl)cc3n2)cc1
27) O=C1CN(S(=O)(=O)c2ccc3c(c2)OCCO3)CCN1S(=O)(=O)c1c(F)cccc1F
28) O=C(Nc1cccc2cccnc12)c1ccc(Br)cc1
29) O=C(Nc1cccc2cccnc12)C(Cl)(Cl)Cl
30) Cc1cc(C)c2c(c1)C1C=CCC1C(C(=O)O)N2 (stereo not given)
31) O=C(O)c1cc(F)c(S(=O)(=O)N2CCN(S(=O)(=O)c3ccc4c(c3)OCCO4)CC2)cc1F
32) O=S(=O)(c1ccc2c(c1)OCCO2)N1CCN(S(=O)(=O)c2c(F)ccc(O)c2F)CC1
assay / entry,25,26,27,28,29,30,31,32
AMA1-RON2 inh,.,.,.,.,.,.,.,.
AmpC inh no detg,.,.,.,.,.,.,.,.
AmpC inh detg,.,.,.,.,.,.,.,.
CHX counter,7,-7,-8,31*,10,10,4,3
Shiga inhibitor,16,-17,-8,44,29,-4,-5,5

33) O=S(=O)(c1ccc2c(c1)OCCO2)N1CCN(S(=O)(=O)c2ccc(F)cc2F)CC1
34) COc1ccc(S(=O)(=O)Nc2cccc3cccnc23)cc1
35) O=S(=O)(Nc1cccnc1)c1cccc2ccccc12
36) COc1ccc(-c2cn3c(n2)sc2cc(C(=O)NCC(C)c4ccccc4)ccc23)cc1 (stereo not given)
37) COc1ccc(-c2cn3c(n2)sc2cc(C(=O)NCCCN4CCCCCC4)ccc23)cc1
38) Cc1ccc(-c2cn3c(n2)sc2cc(C(=O)N4CCCCC4)ccc23)cc1
39) CCCN1CCN(CCCNC(=O)c2ccc3c(c2)sc2nc(-c4ccc(C)cc4)cn23)CC1
40) CCOc1ccccc1CNC(=O)c1ccc2c(c1)sc1nc(-c3ccccc3)cn12
assay / entry,33,34,35,36,37,38,39,40
AMA1-RON2 inh,.,.,.,.,.,.,.,.
AmpC inh no detg,.,.,.,.,.,.,.,.
AmpC inh detg,.,.,.,1%,4%,-5%,18%,23%
CHX counter,-2,15,5,.,.,.,.,.
Shiga inhibitor,1,-8,-8,.,.,.,.,.

41) COc1cc(NC(=O)CCN2CCN(c3ccccc3)CC2)cc(OC)c1
42) COc1cccc(-c2cn3c(n2)sc2cc(C(=O)NC4CCCCC4)ccc23)c1
43) COc1ccc(-c2cn3c(n2)sc2cc(C(=O)NC(C)C45CC6CC(CC(C6)C4)C5)ccc23)cc1 (stereo not given)
44) COc1ccc(-c2cn3c(n2)sc2cc(C(=O)NCCCc4ccccc4)ccc23)cc1
45) Cc1ccc(-c2cn3c(n2)sc2cc(C(=O)NCc4cccs4)ccc23)c(C)c1
46) CCOc1ccc(-c2cn3c(n2)sc2cc(C(=O)NCCC4=CCCCC4)ccc23)cc1
47) COCCCNC(=O)c1ccc2c(c1)N=C(C)c1c(C)ccc(C)c1S2
48) CCC1CCCCN1CCCNC(=O)c1ccc2c(c1)sc1nc(-c3ccc(F)cc3)cn12 (stereo not given)
assay / entry,41,42,43,44,45,46,47,48
AMA1-RON2 inh,.,.,.,.,.,.,.,.
AmpC inh no detg,.,.,.,.,.,.,.,.
AmpC inh detg,1%,-7%,13%,-5%,13%,-4%,16%,1%
CHX counter,.,.,.,.,.,.,.,.
Shiga inhibitor,.,.,.,.,.,.,.,.

49) COc1ccc(NC(=O)c2ccco2)cc1NC(=O)c1cc(Cl)ccc1OC
50) CCC(C)NC(=O)c1ccc2c(c1)sc1nc(-c3ccc(OC)cc3)cn12 (stereo not given)
51) COc1ccc(-c2cn3c(n2)sc2cc(C(=O)Nc4c(C)cccc4C)ccc23)cc1
52) COc1ccc(-c2cn3c(n2)sc2cc(C(=O)NCc4cccc(F)c4)ccc23)cc1
53) CCN1CCN(CCCNC(=O)c2ccc3c(c2)sc2nc(-c4ccc(C)cc4)cn23)CC1
54) CCCN1CCN(CCCNC(=O)c2ccc3c(c2)sc2nc(-c4ccc(OC)cc4)cn23)CC1
55) COc1cccc(CNC(=O)c2ccc3c(c2)sc2nc(-c4cccc(OC)c4)cn23)c1
56) CCOC(=O)C1CCN(C(=O)c2ccc3c(c2)sc2nc(-c4ccc(OCC)cc4)cn23)CC1
assay / entry,49,50,51,52,53,54,55,56
AMA1-RON2 inh,.,.,.,.,.,.,.,.
AmpC inh no detg,.,.,.,.,.,.,.,.
AmpC inh detg,15%,20%,1%,22%,-3%,5%,18%,10%
CHX counter,.,.,.,.,.,.,.,.
Shiga inhibitor,.,.,.,.,.,.,.,.

3 compounds out of the list, ordered by SMILES length, lowest first:
5) O=C(CI)Nc1cccc2cccnc12
44) COc1ccc(-c2cn3c(n2)sc2cc(C(=O)NCCCc4ccccc4)ccc23)cc1
21) O=S(=O)(c1ccc(Cl)cc1)N1CCN(c2nc(-c3ccc(F)cc3)nc3cc(Cl)ccc23)CC1
assay / entry,5,44,21
AMA1-RON2 inh,.,.,.
AmpC inh no detg,.,.,.
AmpC inh detg,.,-5%,.
CHX counter,-5,.,3
Shiga inhibitor,-13,.,3

Next records follow.
57) CCOc1ccccc1CNC(=O)c1ccc2c(c1)sc1nc(-c3cccc(OC)c3)cn12
58) COc1ccc(-c2cn3c(n2)sc2cc(C(=O)Nc4ccc(F)cc4)ccc23)cc1
59) CCc1ccc(-c2cn3c(n2)sc2cc(C(=O)NCCC4=CCCCC4)ccc23)cc1
60) CCN1CCN(CCCNC(=O)c2ccc3c(c2)sc2nc(-c4ccc(OC)cc4)cn23)CC1
61) O=C(NCCC1=CCCCC1)c1ccc2c(c1)sc1nc(-c3ccc(F)cc3)cn12
62) COc1ccc(C2=Nn3c(nnc3-c3ccccc3OC)SC2)cc1OC1CCCC1
63) CC1(C)CC[C@@]2(C(=O)O)C(C1)C1=CCC3[C@@]4(C)CC[C@H](O)C(C)(C)C4CC[C@@]3(C)[C@]1(C)C[C@H]2O (stereo not given in full)
64) O=[N+]([O-])c1ccccc1S(=O)(=O)N1CCN(S(=O)(=O)c2ccc3c(c2)OCCO3)CC1
assay / entry,57,58,59,60,61,62,63,64
AMA1-RON2 inh,.,.,.,.,.,.,.,.
AmpC inh no detg,.,.,.,.,.,43%,-6%,-15%
AmpC inh detg,6%,21%,20%,19%,22%,.,.,.
CHX counter,.,.,.,.,.,.,.,.
Shiga inhibitor,.,.,.,.,.,.,.,.

65) COc1cc2c(cc1OC)C(Cc1ccc(O)c(Oc3ccc(C[C@H]4c5cc(OC)c(OC)cc5CCN4C)cc3)c1)N(C)CC2 (stereo not given in full)
66) CC(=O)OC[C@]12CC[C@H]3[C@@](C)(CC[C@H]4C(C)(C)CCC[C@]34C)[C@@H]1C[C@@H](C1=CC(=O)O[C@@H]1OC(C)=O)O2
67) O=C1NC(Cc2ccc(O)cc2)c2nc3ccc(Cl)cc3c(=O)n2-c2ccccc21 (stereo not given)
68) N[C@@H](Cc1cc(I)c(Oc2cc(I)c(O)c(I)c2)c(I)c1)C(=O)O
assay / entry,65,66,67,68
AMA1-RON2 inh,.,.,.,101%[activator]
AmpC inh no detg,187%[activator],-2%,-45%,.
AmpC inh detg,.,.,.,.
CHX counter,.,.,.,.
Shiga inhibitor,.,.,.,.

This is a subset. The share of hits here may be higher or lower than overall.
